Screens as filed in PubChem.
beta cell repl: MIN6 beta-cell proliferation induction. MIN6 cells proliferation, ATPlite luminescence, 48 h; cells starved in 0.2% serum; 100% = growth in 10% serum. proliferation, % at 10 µM. hit rate 0.29% among 330,000. AID 2380;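 active = compounds whose signal lies at least 3.5 SD above the mean of all wells on their plate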;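 note: 0% = DMSO-treated cells in low-serum medium and 100% = 10% serum control; some compounds called inactive have numbers as strong as hits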
SENP8 block-1: SENP8 protease inhibition; hit rate 1.2% among 330,000; AID 2540; inhibition, % at 10 µM; Q96LD8; purified SENP8, Z-RLRGG-aminoluciferin cleavage, luminescence; in the data active = inhibition above about 50%
Target sequence (Q96LD8 whole entry, looked up): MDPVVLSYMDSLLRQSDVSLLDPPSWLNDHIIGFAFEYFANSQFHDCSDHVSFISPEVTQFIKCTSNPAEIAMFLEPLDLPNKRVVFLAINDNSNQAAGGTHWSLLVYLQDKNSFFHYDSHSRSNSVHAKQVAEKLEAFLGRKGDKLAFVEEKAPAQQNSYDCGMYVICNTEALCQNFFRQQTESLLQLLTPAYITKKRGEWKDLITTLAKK
SENP7 inh: inhibitors of human SENP7 protease; hit rate 1.5% among 330,000; recombinant SENP7, Z-RLRGG-aminoluciferin luminescence, 40 min; inhibition, % at 5 µM;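 active = inhibition above about 50% at the single test dose, limit read from the data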;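 note: plate controls were DMSO with enzyme for no effect and no enzyme buffer wells for full effect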
UBC13 polyUb: inhibitors of human UBC13 polyubiquitin chain formation. P61088. TR-FRET. inhibition, % at 20 µM. hit rate 0.47% among 330,000; in the data active = inhibition above about 45%, passing the limit was not always enough; inconclusive = no clear call, values can overlap the other calls
Target sequence (P61088 whole entry, looked up): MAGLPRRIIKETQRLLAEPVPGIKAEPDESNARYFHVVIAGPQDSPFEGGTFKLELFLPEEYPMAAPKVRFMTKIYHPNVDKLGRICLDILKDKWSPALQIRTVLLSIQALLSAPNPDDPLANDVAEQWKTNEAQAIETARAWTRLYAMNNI
PfGluPho inh: PfG6PD (Plasmodium falciparum) enzyme inhibition; PfGluPho enzyme, NADPH resazurin-diaphorase fluorescence; inhibition, % at 20 µM; hit rate 0.78% among 350,000;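 active = inhibition reaching at least a set limit at 20 µM in the primary screen, cut at about 59% in these data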;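 note: 0% = DMSO wells with substrate and 100% = DMSO wells lacking glucose-6-phosphate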
SENP1 inh: inhibitors of human SENP1 SUMO protease catalytic domain; inhibition, % at 10 µM; hit rate 0.21% among 360,000; recombinant SENP1 catalytic domain, CyPet-SUMO1-YPet FRET cleavage;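 active = inhibition at least 30% at 10 µM, raw YFP signal under a set limit, fluorescence ratio 0.5 to 1.5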;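 note: 0% = enzyme with DMSO and 100% = no enzyme wells; some results filed as inactive read as strong as hits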
Target sequence (Q9P0U3 419-644 limits assumed): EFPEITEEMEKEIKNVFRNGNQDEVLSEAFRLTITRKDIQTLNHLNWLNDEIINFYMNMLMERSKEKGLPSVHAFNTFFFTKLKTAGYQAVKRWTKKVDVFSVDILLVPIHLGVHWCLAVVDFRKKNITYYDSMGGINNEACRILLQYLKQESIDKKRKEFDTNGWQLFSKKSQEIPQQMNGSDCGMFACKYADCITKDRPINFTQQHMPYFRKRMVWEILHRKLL
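Controls: no-enzyme wells low, DMSO-plus-enzyme wells high control. Test system: human recombinant His6-tagged SENP1 catalytic domain enzyme. Reagent: SFCypet-SUMO1-SFYpet FRET protein substrate, 25 nM final. Doses: one dose per compound, 10 µM, 0.5% DMSO. Detection: FRET, CFP and YFP emission. Timing: 50 min reaction at room temperature.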
SENP8 block-2: inhibitors of human SENP8 protease | Q96LD8 | AID 602440 | recombinant SENP8, Nedd8 substrate fluorescence | inhibition, % at 20 µM | hit rate 0.64% among 360,000; in the data active = inhibition mostly above about 40%, no sharp cut-off; inactive = mostly below about 27%
SENP6 block: blocks the human protease SENP6. Recombinant SENP6 catalytic domain, aminoluciferin luminescence. inhibition, % at 10 µM. hit rate 1.8% among 330,000;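 active = inhibition above about 50% at the single tested dose, limit read from the data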;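 note: plate controls were DMSO wells with enzyme for no effect and DMSO wells lacking enzyme for full effect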
Target sequence (Q9GZR1 628-1112 limits assumed): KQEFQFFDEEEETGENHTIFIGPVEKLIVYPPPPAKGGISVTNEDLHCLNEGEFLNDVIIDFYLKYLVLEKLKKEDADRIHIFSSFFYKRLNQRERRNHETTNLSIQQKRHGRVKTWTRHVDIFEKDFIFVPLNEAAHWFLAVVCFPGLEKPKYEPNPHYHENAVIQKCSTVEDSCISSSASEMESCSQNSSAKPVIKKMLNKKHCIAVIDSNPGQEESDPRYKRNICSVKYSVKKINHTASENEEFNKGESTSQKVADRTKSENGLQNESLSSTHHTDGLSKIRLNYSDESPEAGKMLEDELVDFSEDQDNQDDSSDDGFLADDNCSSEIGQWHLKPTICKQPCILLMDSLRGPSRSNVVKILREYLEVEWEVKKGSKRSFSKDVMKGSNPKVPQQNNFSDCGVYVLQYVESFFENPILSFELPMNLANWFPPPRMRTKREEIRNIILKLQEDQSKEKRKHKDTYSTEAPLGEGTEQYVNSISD
HKDC1 inhibitor: HKDC1 (human) hexokinase inhibition | hit rate 0.16% among 340,000 | recombinant HKDC1, G6PDH/diaphorase resazurin coupled fluorescence | Q2TB90 | inhibition, % at 20 µM | AID 493160;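 active = inhibition above about 35% when tested at 20 µM, limit read from the data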;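 note: plate controls were DMSO wells with enzyme for no effect and DMSO wells lacking enzyme for full effect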
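Test system: HK5 enzyme. Quantity: 5 µg/mL HK5 final. Reagent: glucose and ATP substrates. Schedule: 90 min reaction incubation at room temperature, dark. Technique: resazurin-to-resorufin fluorescence via G6PDH and diaphorase coupling, 525/613 nm. Control set: DMSO wells with and without enzyme mix.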
* = called active by the depositor; ? = inconclusive; nt = no result given; & = joins results of further samples. Some of the compounds tested; count on the stated rates, not on these rows.

SMILES	beta cell repl	SENP8 block-1	SENP7 inh	UBC13 polyUb	PfGluPho inh	SENP1 inh	SENP8 block-2	SENP6 block	HKDC1 inhibitor
C[C@H]1CCC[C@H](O)CCCCCc2cc(O)cc(O)c2C(=O)O1	8	-1	-6	12	-17	-1	8	-8	-5
CC/C(=N\N1CCCCCC1)c1c(O)n(-c2ccccc2C)c(=O)[nH]c1=O	-1	-1	8	8	-6	-20	20	-2	1
CCN1CCC(O)(c2ccccc2)C(C(=O)c2ccccc2)C1 (stereo not drawn)	-6	2	-2	-2	-2	1	21	-10	-6
C=C1N2CCC(CC2)C1(O)c1ccccc1C (stereo not drawn)	-2	-7	-11	-3	2	2	14	7	-11
O=c1cccc2n1CC1CC2CN(S(=O)(=O)c2ccccc2)C1 (stereo not drawn)	-2	-3	-5	-10	0	2	10	-39	-6
Cc1nc2ccccc2c(=O)n1-c1ccc(F)cc1F	-1	7	6	2	-3	0	22	-6	-5
C(#CCN1CCCC1)CN1CCCC1	8	9	-2	0	1	0	8	-9	-3
COc1ccc(NP(=O)(Oc2cccc(C)c2)Oc2cccc(C)c2)cc1OC	1	2	0	2	15	2	20	-10	4
CN1CCCC(C(=O)c2ccc(Cl)cc2)C1 (stereo not drawn)	0	-1	3	9	-4	-3	6	-8	6
Cc1c(C=C2C(=O)NC(=O)NC2=O)c(=O)n(-c2ccccc2)n1C	-2	-4	6	-9	-4	2	7	-16	3
O=[N+]([O-])c1ccc(N2CCOCC2)c2cccnc12	4	8	-1	5	-10	0	11	-6	6
O=C(N/N=C/c1c(O)n(CCc2ccc(F)cc2)c(=O)[nH]c1=O)c1ccncc1	-2	-8	4	-23	-8	-99	-227	12	-8
CCOc1cc(CN2CCN(C(=O)Cc3ccccc3)CC2)ccc1OC	-2	-4	9	-8	-6	0	12	14	-7
Oc1ccc(O)c2c1C1(Cl)C(Cl)=C(Cl)C2(Cl)C1(Cl)Cl	nt	nt	nt	nt	73*	0	9	nt	-2
Cc1cccc(-n2c(O)c(/C=C/C=Nc3ccccc3)c(=O)[nH]c2=O)c1	-2	-5	4	-72	-5	-29	10	15	-4
Cn1cc(Br)c(C(=O)Nc2ccc3c(C(F)(F)F)cc(=O)oc3c2)n1	2	-3	7	5	5	-11	-460	12	-5
CC12CC[C@H]3[C@@H](CCC4(O)C[C@H](O)CCC34/C=N/NC(=O)c3ccc(O)cc3)C1(O)CCC2C1=CC(=O)OC1 (stereo partly drawn)	4	-2	-3	-4	9	2	15	4	-4
COc1cc(C=C2C(=O)NC(=O)NC2=O)ccc1OS(=O)(=O)c1ccccc1[N+](=O)[O-]	-1	-1	3	4	15	3	6	-13	2
CNC(=O)c1cccn(Cc2cc(C(F)(F)F)cc(C(F)(F)F)c2)c1=O	-3	0	8	0	0	-2	-291	-18	-9
CCCc1cc(=O)oc2cc(OCC(=O)N3C[C@H]4C[C@@H](C3)c3cccc(=O)n3C4)ccc12	1	1	6	1	23	-2	-25	-6	5
CCN1CCN(Cc2cc(C(C)(C)C)c(O)c(C(C)(C)C)c2)CC1	0	7	12	-4	nt	nt	nt	-11	nt
COC(=O)C1=C(c2cccc(OC)c2OC)C[C@@H]2CC[C@H]1N2C(=O)NC1CC1	5	-6	-2	-2	6	2	23	-5	-1
COc1ccc(C(=O)NC(=S)N2C[C@H]3C[C@H](C2)c2cccc(=O)n2C3)cc1	1	1	-5	-11	23	0	7	-2	-4
CN1CCc2cc3c(cc2C1)OCO3	nt	nt	nt	nt	-4	-1	26	nt	-3
CCOc1cc(CNCCc2ccccc2F)ccc1OC	-3	3	-1	3	12	2	19	-7	-3
COc1ccc(C(C)=O)cc1CC(C(=O)c1ccc(C)c(C)c1)N(C)C (stereo not drawn)	-2	-1	7	8	-14	2	20	2	20
COC(=O)C1=C(c2cccc(OCc3ccccc3)c2)C[C@@H]2CC[C@H]1N2C(=O)NCCCOC(C)C	-3	-3	6	8	8	1	3	-6	-8
CCCCn1c(NC(=O)c2ccco2)c(C(=O)OCC)c2nc3ccccc3nc21	-4	62*	-12	-23	13	-21	-271	84*	14
CCN(CC)c1ccc(N=Cc2c(O)n(Cc3ccccc3)c(=O)[nH]c2=O)cc1	-5&-5	0&1	-2&5	-27&-14	-24&10	-20&-25	-50&-53	-35&-6	-3&4
CCc1ccc(C2=NN(CCC(=O)N3CCC4(CC3)OCCO4)C(=O)CC2)cc1	-2	-6	5	-4	-5	1	4	-5	-3
O=C(C(=O)N1CCOCC1)c1cn(Cc2ccccc2Cl)c2ccccc12	-1	-11	-7	54*	-14	-11	4	-13	2
COc1cc(C(=O)OC2C[C@H]3CC[C@@H](C2)N3C)ccc1O (stereo partly drawn)	-1	-6	-11	1	11	2	14	-20	3
CCC(CO)Nc1ccc([N+](=O)[O-])c2cccnc12 (stereo not drawn)	-1	4	1	-253	17	-42	38	12	0
Cc1cc(C(=O)Nc2ccc3c(c2)OCCO3)nn1C(C)(C)C	0	-1	0	0	13	1	9	-12	-2
c1ccc(CC(NCc2ccco2)c2ccccc2)cc1 (stereo not drawn)	2	-4	3	9	-16	1	9	3	-10
CC(=O)CC(=O)C1C(=O)N(C)C(=O)N(C)C1=O	-2	-7	-11	0	-4	2	18	-11	-7
O=C(CCCc1ccccc1)NCCc1cnc[nH]1	1	-7	0	-3	-6	1	2	-25	3
NC(N)=Nc1ccc2[nH]c3c(c2c1)C[C@@]1(O)[C@H]2Cc4ccc(O)c5c4[C@@]1(CCN2CC1CC1)[C@H]3O5	-7	-3	-1	53*	97*	-1	4	-6	1
CC1([N+](=O)[O-])COP(=O)(Nc2ccc(Cl)cc2)OC1 (stereo not drawn)	nt	nt	nt	nt	-5	2	20	nt	-5
CC(=NCCC1=CCCCC1)c1c(O)n(-c2ccccc2)c(=O)[nH]c1=O	2	-5	-1	3	-17	1	9	5	3
CCOP(=O)(OCC)C(O)c1ccc(OC)c(OC)c1 (stereo not drawn)	-2	-1	5	2	-4	1	16	0	-4
CC1=CC2OC3CC4OC(=O)C=CC=CC(=O)OCCC(C)C(O)C(=O)OCC2(CC1O)C4(C)C31CO1 (stereo not drawn)	nt	nt	nt	nt	41	2	-1	nt	-11
O=C(c1cc2cc3ccc(Cl)cc3nc2o1)N1CCC2(CC1)OCCO2	-2	-9	4	-10	-7	1	-42	-5	-2
C1=CC(Cc2cncs2)c2ccccc21 (stereo not drawn)	-1	0	6	8	16	3	-56	0	3
CNC(=O)O/N=C(\C)Cc1nnn(-c2cc(C)on2)n1	2	-3	2	4	2	1	31	2	0
COc1cccc(CN2CC=C(c3ccc(F)cc3)CC2)c1	-2	-5	-4	2	-1	0	13	4	0
O=[N+]([O-])c1cnc[nH]1	-3	-2	-11	-17	0	-1	-12	-16	-9
O=C(Oc1ccc([N+](=O)[O-])cc1)N1CCC(N2CCCCC2)CC1	5	2	-2	12	12	-6	10	-11	-3
O=c1[nH]c(=O)n(-c2ccccc2Cl)c(O)c1C=NCCN1CCCCC1	0	1	3	-1	-6	2	1	7	-1
CO[C@H]1[C@@H](OC)CC(OC2OC(CO)C(O)C(O)C2O)/C(=C\C#N)[C@@H]1O (stereo partly drawn)	2	-9	7	-7	-2	1	14	-6	-7
O=P(NCc1ccccc1)(Oc1ccccc1)Oc1ccccc1	2	1	8	-1	-3	2	13	20	-7
Cc1ccsc1C(=O)C1CCCN(Cc2cnc(N3CCCC3)s2)C1 (stereo not drawn)	1	-4	-4	9	4	0	8	0	15
FC(F)(F)c1ccccc1CNCCc1c[nH]c2ccccc12	-5	-3	-4	12	12	3	14	2	2
Cc1sc2c(c1C)C(c1cccs1)=NCC(=O)N2CC(=O)NCc1cccs1	0	-12	6	0	4	2	-3	7	1
COC(=O)C1=C(c2cccc(C#N)c2)C[C@@H]2CC[C@H]1N2C(=O)NCc1ccco1	1	0	4	2	2	-2	1	3	-1
COC(=O)C1=C(C(=O)OC)C2c3ccccc3C1c1ccccc12	nt	nt	nt	nt	-46	1	20	nt	0
COCCOC(=O)c1c(C)oc2ccc(OC(=O)N(C)C)cc12	-1	-2	1	5	-9	-1	-1	-16	-3
CC(=O)N1CN2CN(C(C)=O)CC(C(=O)c3ccccc3)(C2)C1	-2	0	-6	5	-12	2	19	-8	1
O=C1NC(=O)N(CCc2ccc(F)cc2)C(=O)/C1=C/c1cccs1	0	-12	-3	-22	48	0	7	3	2
Cc1ccc2c(c1)CC1(CN2C)C(=O)NC(=O)N(CCc2ccccc2)C1=O (stereo not drawn)	1	-9	6	-4	-6	-26	1	-9	6

The closing 2 compounds of the part above open the next one:
SMILES	beta cell repl	SENP8 block-1	SENP7 inh	UBC13 polyUb	PfGluPho inh	SENP1 inh	SENP8 block-2	SENP6 block	HKDC1 inhibitor
O=C1NC(=O)N(CCc2ccc(F)cc2)C(=O)/C1=C/c1cccs1	0	-12	-3	-22	48	0	7	3	2
Cc1ccc2c(c1)CC1(CN2C)C(=O)NC(=O)N(CCc2ccccc2)C1=O (stereo not drawn)	1	-9	6	-4	-6	-26	1	-9	6
CN1CCN(C(=O)COc2ccc(S(=O)(=O)N(C)Cc3ccccc3)cc2)CC1	0	-5	-1	1	-16	1	3	-14	0
CCCCCCC(=O)c1c(O)n(-c2ccccc2OC)c(=O)[nH]c1=O (tested in a mixture with another compound)	0	3	-1	-16	-6	2	12	-6	-1
CC(=O)c1ccc(OC(NC(=O)Cc2ccccc2)C(Cl)(Cl)Cl)cc1 (stereo not drawn)	-1	0	0	1	-6	1	6	7	9
CCCCC1(CCO)C(=O)NC(=S)NC1=O	nt	nt	nt	nt	-13	1	22	nt	-9
CC1CCCCC1NC1CCN(C)CC1 (stereo not drawn)	6.0*	4	5	4	-8	0	13	-5	-6
N#CC1c2ccccc2-n2nncc2CN1S(=O)(=O)c1cc(Cl)cc(Cl)c1 (stereo not drawn)	nt	nt	nt	nt	3	1	7	nt	-5
COc1ccc2c(c1)C13CCN(C)C(C2)C1CCC1(C3)OCCO1 (stereo not drawn)	nt	nt	nt	nt	-9	-1	3	nt	-4
CCCCn1c(O)c(C(CC)=Nc2ccc(C(=O)O)cc2)c(=O)[nH]c1=O	3	-1	6	6	3	1	-2	-8	1
CCNC(=S)NCCC1=c2ccccc2=N/C1=C\c1c(O)n(C)c(=O)n(C)c1=O	-1	-5	-4	-55	20	-8	-6	-19	1
COC(=O)C1=C(c2ccc(OCc3ccccc3)cc2)C[C@@H]2CC[C@H]1N2C(=O)NCCCc1ccccc1	-7	-7	-9	?	2	1	7	-12	4
CCOC(=O)c1ccc(NC(=O)N2CC3CC(C2)c2cccc(=O)n2C3)cc1 (stereo not drawn)	0	2	-7	-4	-1	0	8	4	1
COCCCn1c(N)c(C(=O)NCc2ccco2)c2nc3ccccc3nc21	-2	90*	87*	-18	24	nt	nt	93*	15

An excerpt from above, limited to UBC13 polyUb, PfGluPho inh and SENP6 block.
| Molecule | UBC13 polyUb | PfGluPho inh | SENP6 block |
| --- | --- | --- | --- |
| CC(=O)c1ccc(OC(NC(=O)Cc2ccccc2)C(Cl)(Cl)Cl)cc1 (stereo not drawn) | 1 | -6 | 7 |
| N#CC1c2ccccc2-n2nncc2CN1S(=O)(=O)c1cc(Cl)cc(Cl)c1 (stereo not drawn) | nt | 3 | nt |
| COCCCn1c(N)c(C(=O)NCc2ccco2)c2nc3ccccc3nc21 | -18 | 24 | 93* |
| COC(=O)C1=C(c2ccc(OCc3ccccc3)cc2)C[C@@H]2CC[C@H]1N2C(=O)NCCCc1ccccc1 | ? | 2 | -12 |
| CN1CCN(C(=O)COc2ccc(S(=O)(=O)N(C)Cc3ccccc3)cc2)CC1 | 1 | -16 | -14 |
